# Apaf1 inhib: inhibitors of human Apaf-1 apoptosome, primary screen, biochemical, DEVD-Rh110 fluorescence, uHTS | Apoptotic protease-activating factor 1 (Homo sapiens), O14727 | reconstituted apoptosome caspase-3 activity | inhibition, % at 20 µM | 330,000 compounds, 0.71% hits; active means inhibition of at least 40% at 20 µM;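 further: plate controls were DMSO wells for no effect and DEVD-CHO caspase inhibitor wells for full effect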
# Target sequence (O14727 whole entry, looked up): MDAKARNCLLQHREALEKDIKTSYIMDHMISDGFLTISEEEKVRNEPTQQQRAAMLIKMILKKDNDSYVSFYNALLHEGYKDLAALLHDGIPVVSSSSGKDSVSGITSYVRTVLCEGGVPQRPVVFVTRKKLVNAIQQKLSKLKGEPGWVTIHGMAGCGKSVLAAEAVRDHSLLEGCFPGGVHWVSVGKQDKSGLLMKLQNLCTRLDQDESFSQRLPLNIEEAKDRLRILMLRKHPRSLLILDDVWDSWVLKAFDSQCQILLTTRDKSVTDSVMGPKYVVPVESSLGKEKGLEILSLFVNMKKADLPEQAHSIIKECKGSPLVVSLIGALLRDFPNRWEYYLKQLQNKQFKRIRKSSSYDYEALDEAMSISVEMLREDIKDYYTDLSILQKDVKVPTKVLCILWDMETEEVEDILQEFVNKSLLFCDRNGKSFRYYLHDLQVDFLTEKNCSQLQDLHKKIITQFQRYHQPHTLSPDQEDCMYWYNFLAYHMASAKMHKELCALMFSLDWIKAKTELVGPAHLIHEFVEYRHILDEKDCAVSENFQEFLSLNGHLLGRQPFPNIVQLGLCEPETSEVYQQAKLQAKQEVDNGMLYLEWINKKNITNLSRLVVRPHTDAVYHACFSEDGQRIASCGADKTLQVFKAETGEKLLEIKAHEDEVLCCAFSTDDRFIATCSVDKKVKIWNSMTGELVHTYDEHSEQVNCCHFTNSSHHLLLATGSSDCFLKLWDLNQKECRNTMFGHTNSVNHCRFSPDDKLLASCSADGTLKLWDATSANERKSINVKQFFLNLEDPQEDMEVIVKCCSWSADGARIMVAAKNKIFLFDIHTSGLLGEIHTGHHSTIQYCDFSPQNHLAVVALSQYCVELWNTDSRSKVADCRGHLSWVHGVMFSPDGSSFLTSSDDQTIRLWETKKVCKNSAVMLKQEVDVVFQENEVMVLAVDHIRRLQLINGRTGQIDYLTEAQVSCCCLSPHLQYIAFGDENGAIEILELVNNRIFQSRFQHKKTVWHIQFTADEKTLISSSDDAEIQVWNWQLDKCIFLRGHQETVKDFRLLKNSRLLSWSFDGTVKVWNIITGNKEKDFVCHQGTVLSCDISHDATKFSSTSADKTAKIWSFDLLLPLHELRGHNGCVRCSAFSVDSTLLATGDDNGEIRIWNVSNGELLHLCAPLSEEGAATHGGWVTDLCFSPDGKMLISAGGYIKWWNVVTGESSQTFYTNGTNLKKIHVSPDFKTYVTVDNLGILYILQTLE
#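 Material: cell-free apoptosome with Apaf-1, procaspase-3 and caspase-9; Buffer or medium: Hepes pH 7.5 with detergent and BSA; Reagent: cytochrome c trigger plus (Z-DEVD)2-Rh110 caspase-3 substrate; Times: compound with Apaf-1, dATP, procaspase-3 30 min, then 50 min reaction, room temperature; Technique: Rh110 fluorescence intensity.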
# Jurkat NFkB inh: inhibitors of induced NF-kB luciferase reporter, primary screen, TCR NF-kB activation inhibitor project, cell-based, luminescence, uHTS. Jurkat, PMA/ionomycin-induced NF-kB luciferase reporter. inhibition, % at 4 µM. 330,000 compounds, 0.53% hits. AID 435003, 2010
# EBI2 block: EBI2 receptor antagonists, beta-arrestin recruitment, primary screen, cell-based, luminescence, 7a,25-OHC stimulation, uHTS; 360,000 compounds, 0.81% hits; inhibition, % at 5 µM; G-protein coupled receptor 183 (Homo sapiens), P32249; 7a,25-OHC stimulated; in the data active means inhibition above about 38%;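 further: enzyme fragment complementation signal reports receptor beta-arrestin coupling in cells; 0% = agonist plus DMSO wells and 100% = wells without agonist; some results beyond the cut were filed as inactive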
# SENP8 block: SENP8 protease inhibitors, primary screen, biochemical, luminescence; 330,000 compounds, 1.2% hits; AID 2540, 2010; purified SENP8, Z-RLRGG-aminoluciferin cleavage; inhibition, % at 10 µM; Sentrin-specific protease 8 (Homo sapiens), Q96LD8
# CCR6 antag: CCR6 receptor antagonists, primary screen, cell-based, CHO-K1, luminescence, beta-arrestin, uHTS | inhibition, % at 20 µM | CHO-K1 CCR6 PathHunter beta-arrestin, CCL20-stimulated | C-C chemokine receptor type 6 (Homo sapiens), P51684 | 340,000 compounds, 0.49% hits;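 active means compounds whose inhibition of the agonist-driven luminescence signal at 20 µM reaches about 50%, limit read from the data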;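 further: cells stimulated with CCL20 at 14 nM final; plate controls were DMSO with CCL20 for no effect and DMSO without agonist for full effect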
# 697 NFkB inh: inhibitors of PMA/ionomycin-induced NF-kB reporter, 697 cells, primary screen, B-cell NF-kB inhibitor project, cell-based, luminescence, uHTS; 697 B-cell NF-kB luciferase reporter, 16 h; inhibition, % at 4 µM; 330,000 compounds, 0.33% hits; in the data active means inhibition above about 35%
# Gli-Sufu antag: Gli-Sufu pathway antagonists, primary screen, luciferase luminescence, Sufu-KO-LIGHT cells, uHTS; Sufu-KO-LIGHT fibroblasts, Gli luciferase reporter luminescence; inhibition, % at 5 µM; 340,000 compounds, 0.74% hits; AID 588413, 2011;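 active means inhibition above about 55%, limit read from the data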;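 further: 0% = DMSO-treated cells and 100% = wells with medium but no cells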
# UBC13 inh: UBC13 polyubiquitin chain formation inhibitors, primary screen, biochemical, TR-FRET, uHTS | Ubiquitin-conjugating enzyme E2 N (Homo sapiens), P61088 | inhibition, % at 20 µM | 330,000 compounds, 0.47% hits | AID 485273, 2010; in the data active means inhibition above about 45%, passing the limit was not always enough
# Numbers without * were called inactive; nt = no result given. Unless noted, no stated cut-off is given here; in the data, active means inhibition above about 50%; inactive means the rest. These rows are one share of the data. The share of hits here may be higher or lower than overall.
SMILES,Apaf1 inhib,Jurkat NFkB inh,EBI2 block,SENP8 block,CCR6 antag,697 NFkB inh,Gli-Sufu antag,UBC13 inh
CC(C)(C)OC(=O)C[C@H]1C/C=C\C[C@@H](CC(=O)N[C@H](CO)Cc2ccccc2)C(=O)NC[C@H](c2ccccc2)OC1=O,3,1,-7,-2,6,5,4,3
CCN(CC(=O)NCc1ccc(Cl)cc1)C(=O)CCc1ccccc1,0,-6,8,15,5,11,3,10
NC(=O)c1ccccc1NC(=O)Nc1ccc(F)c(Cl)c1,-14,-4,9,92*,-7,21,0,7
CC1CCCC(NC(=O)c2cc(S(=O)(=O)N3CCOCC3)ccc2F)C1C (stereo not given),11,-1,-12,-8,14,-29,9,-1
CC(=O)C1=C(O)C(=O)N(c2ccc(O)cc2)C1c1ccc(F)cc1 (stereo not given),-2,-5,-8,0,6,-8,4,-4
CSc1cccc(NC(=O)NCc2cccc(CNC(=O)Nc3cccc(SC)c3)c2)c1,-5,-3,11,-13,0,5,-2,-8
CCn1c(-c2ccccc2)c(C(=O)CC#N)c2ccccc21,3,1,11,-6,8,-9,0,29
CN(CCOc1ccccc1)C(=O)c1ccc2c(=O)n3c(nc2c1)CCC3,2,11,2,10,7,31,-11,6
CC(C)N1C(=O)CCC1C(=O)NCc1ccccc1Cl (stereo not given),3,-9,5,-4,4,-3,1,-4
Cc1ccc(NNC(=O)C2CCC2)cc1C,-16,19,21,4,13,21,2,5
COc1ccc(CN(CCCN2CCOCC2)C(=O)Nc2cccc(Cl)c2)cc1OC,6,-14,7,-8,-6,2,24,1
O=C(O)C1CC1C(=O)N1CCN(c2ccc(Cl)c(Cl)c2)CC1 (stereo not given),-6,-13,5,0,7,7,11,8
CC(CN1CCCCC1)OC(=O)C1c2ccccc2Oc2ccccc21 (stereo not given),13,-7,1,5,11,4,-3,8
COc1cc(OC)cc(-c2sc3ccc(OC)cc3c2-c2ccc3cc[nH]c3c2)c1,8,4,18,10,-1,11,-10,9
Cc1ccc(C2=NNC(=O)C(c3c[nH]c4ccccc34)C2)cc1 (stereo not given),12,1,9,0,-1,14,-14,11
O=C(NN1CCOCC1)c1ccc(Br)cc1,-6,4,-22,2,-6,20,-2,3
CC(C)C(=O)N1CCC2(CC1)Oc1ccc(Cl)cc1C(=O)C21CC(c2cccnc2)=NO1 (stereo not given),12,-2,4,2,12,24,22,-9
Cc1cn(C2OC[C@@H](O)[C@@H]2CO)c(=O)[nH]c1=O (stereo not given in full),-2,-16,3,3,3,4,9,3
C[N+]1(CC(O)COCC2COc3ccccc3O2)CCOCC1 (stereo not given),-15,9,7,-2,11,10,9,8
O=C(CSc1nc2ccccc2c(=O)n1-c1ccc(F)cc1F)c1c[nH]c2ccccc12,-15,21,14,-6,1,3,-9,4
CCOC(=O)C1(CC2CC2)CCN(Cc2ccc(O)c(Cl)c2)CC1,-6,5,nt,2,nt,-14,nt,6
Cc1ccc(C(=O)CSc2nnc(Cn3nnc4ccccc43)n2C)cc1,-13,6,0,-6,-16,6,-4,-5
COc1ccccc1Nc1nc(-c2sc(NC(=O)c3ccco3)nc2C)cs1,9,13,-3,12,2,-27,0,-49
OCC[C@H]1C[C@H](O)[C@@H](O)[C@]2(CCc3ccccc3CO2)O1,-2,15,0,-7,5,20,26,-19
O=C(CSc1nnc(-c2ccccc2F)n1C1CCCCC1)Nc1cc(C(=O)O)ccc1Cl,5,-9,4,-12,-3,2,4,-22
COc1ccc(C(=O)Nc2c(N)nc(SCC(=O)NCC3CCCO3)[nH]c2=O)cc1OC (stereo not given),-7,12,-5,3,-6,-2,-7,6
O=C(CNC(=O)c1ccc(Cl)cc1)OCc1nc2ccccc2s1,0,-11,-4,-2,9,-2,-1,4
COc1ncccc1-c1nnn(-c2ccc(F)cc2)n1,-4,-88,-2,67*,11,-127,-94,6
Cc1ccc2nc(C)c(CN3CCN(c4ccc([N+](=O)[O-])cc4Cl)CC3)n2c1,23,51*,47*,5,nt,-26,nt,-8
O=C(O)CCCC(=O)NCCCCc1ccccc1,-8,-3,1,1,-22,-5,1,6
CCOc1ccc(NC(=O)c2cnccn2)cc1,-11,-85,-7,-5,-6,-107,13,-8
O=C(Nc1ccc(F)cc1)Nc1csc2ccccc12,-14,-2,3,-4,-2,-24,-16,3
COc1c(C)cccc1C(=O)Nc1ccc(CN2CCOCC2)cc1,-18,-73,-11,-8,-10,-103,-78,-2
Cc1cc2c(cc1S(=O)(=O)NC1CCCCC1C)OCC(=O)N2 (stereo not given),-5,-5,2,-5,6,-5,3,0
C=CCOC(=O)C(C#N)c1nc2ccccc2nc1N1CCN(c2ccccc2OC)CC1 (stereo not given),22,-5,24,3,52*,-25,6,-24
COc1ccc(N(C(=O)c2ccco2)C(C(=O)NC2CCCC2)c2cccnc2)c(OC)c1 (stereo not given),3,-5,-3,3,15,-4,1,-2
CCn1cc(Cl)c(C(=O)Nc2cccc(CN3CCOCC3)c2)n1,-7,-8,0,2,10,-13,9,0
COc1ccccc1N(CC(O)CN1CCCCC1)S(=O)(=O)c1ccc(C)cc1 (stereo not given),8,-33,4,3,-4,-11,29,6
CC1(C(=O)N/N=C/c2ccc([N+](=O)[O-])o2)CC1(Br)Br (stereo not given),4,8,-9,2,1,3,-12,-11
CCNC(=O)CCn1nc(-c2ccc(C)cc2)c2ccccc2c1=O,3,8,2,-8,13,-13,-19,-5
CC(NC(=O)CSc1ncccn1)c1ccc(Cl)cc1Cl (stereo not given),8,-8,7,-4,-6,-26,10,-16
CCCCn1c(NCc2ccccc2O)nc2ccccc21,9,-4,6,-13,1,-14,4,30
CCCCOC(=O)Nc1ccc(S(=O)(=O)Nc2cc(C)nc(C)n2)cc1,10,-13,-11,-7,0,-17,0,5
Cc1ccc(S(=O)(=O)c2c(C)cc(C)nc2Oc2cccc(C(F)(F)F)c2)cc1,7,7,26,1,24,4,4,6
CCN(c1ccccc1)c1cc(C)nc2ncnn12,0,11,-3,-3,4,13,-2,-2
COc1ccc(C2CCN(CC(=O)N(C)C)CC2O)cc1 (stereo not given),7,-6,2,-3,18,-2,42,2
C=C(C)C1CC=C(CN2CCC(O)CC2)CC1 (stereo not given),1,-15,-12,3,-5,8,5,0
O=C(CN1CCOCC1)NN=C1CCCCCCCCCCC1,-3,2,-5,-2,-1,-2,nt,3
Cc1ccc(N(CC(=O)Nc2cc(C)ccc2C)S(C)(=O)=O)cc1,-4,9,-9,-9,0,-10,-2,-1
C1CCC(NC2=NCCC2)CC1,1,2,11,-6,2,20,4,-3

# Next structures follow.
SMILES,Apaf1 inhib,Jurkat NFkB inh,EBI2 block,SENP8 block,CCR6 antag,697 NFkB inh,Gli-Sufu antag,UBC13 inh
CCn1c(SC)nc(O)c(C(c2ccc(OC)c(O)c2)c2c(O)nc(SC)n(CC)c2=O)c1=O,0,21,nt,-4,-2,12,8,5
CCOc1ccc(N(Cc2cc3cc(C)ccc3[nH]c2=O)C(=O)COC)cc1,-2,-5,-9,-14,8,10,nt,-4
OCC1(CCc2ccccc2)CCN(Cc2cc(Cl)ccc2O)CC1,-4,6,-5,-1,11,17,8,3
CCCCOc1ccc(C(=O)NCC(=O)NCC2CCCO2)cc1 (stereo not given),-4,9,2,3,18,12,-8,1
CCOc1ccc2oc(-c3ccccc3)c(C(N)=O)c2c1,12,-25,1,5,-7,-17,-10,27
CCC(C)(C)n1nnnc1C(c1cc2cc(C)ccc2[nH]c1=O)N1CCCc2ccccc21 (stereo not given),9,-16,1,-4,6,3,11,-16
Cc1ccnc(SCCn2c(N3CC(C)CC(C)C3)nc3c2c(=O)n(C)c(=O)n3C)n1 (stereo not given),19,-18,0,-12,9,-4,8,-14
O=C(CN(Cc1ccco1)C(=O)c1ccc(N2CCCC2=O)cc1)Nc1ccccc1C(F)(F)F,2,13,9,6,7,17,4,-2
CN(CC(=O)Nc1ccc(Cl)cc1)C(=O)CNC(=O)c1ccc(Br)o1,0,4,1,-5,9,14,1,0
CCOc1c(Br)cc(C(=O)N2CCCN(C)CC2)cc1OC,-3,-12,-2,6,-2,-7,4,1
O=C(Nc1nc2ccc(Cl)cc2s1)C1CC1,15,-37,12,9,-5,-233,-66,-8
COc1cc([N+](=O)[O-])ccc1NC(=O)CSc1nc2ccccc2n1-c1ccccc1,1,-5,nt,-1,nt,-5,nt,-9
COc1cc(C(=O)OCC(=O)NCc2ccccc2)cc(NC(=O)c2ccco2)c1OC,-4,7,-3,4,2,1,-8,1

# Among those listed so far, these contain a Cl atom.
SMILES,Apaf1 inhib,Jurkat NFkB inh,EBI2 block,SENP8 block,CCR6 antag,697 NFkB inh,Gli-Sufu antag,UBC13 inh
CCN(CC(=O)NCc1ccc(Cl)cc1)C(=O)CCc1ccccc1,0,-6,8,15,5,11,3,10
NC(=O)c1ccccc1NC(=O)Nc1ccc(F)c(Cl)c1,-14,-4,9,92*,-7,21,0,7
CC(C)N1C(=O)CCC1C(=O)NCc1ccccc1Cl (stereo not given),3,-9,5,-4,4,-3,1,-4
COc1ccc(CN(CCCN2CCOCC2)C(=O)Nc2cccc(Cl)c2)cc1OC,6,-14,7,-8,-6,2,24,1
O=C(O)C1CC1C(=O)N1CCN(c2ccc(Cl)c(Cl)c2)CC1 (stereo not given),-6,-13,5,0,7,7,11,8
CC(C)C(=O)N1CCC2(CC1)Oc1ccc(Cl)cc1C(=O)C21CC(c2cccnc2)=NO1 (stereo not given),12,-2,4,2,12,24,22,-9
CCOC(=O)C1(CC2CC2)CCN(Cc2ccc(O)c(Cl)c2)CC1,-6,5,nt,2,nt,-14,nt,6
O=C(CSc1nnc(-c2ccccc2F)n1C1CCCCC1)Nc1cc(C(=O)O)ccc1Cl,5,-9,4,-12,-3,2,4,-22
O=C(CNC(=O)c1ccc(Cl)cc1)OCc1nc2ccccc2s1,0,-11,-4,-2,9,-2,-1,4
Cc1ccc2nc(C)c(CN3CCN(c4ccc([N+](=O)[O-])cc4Cl)CC3)n2c1,23,51*,47*,5,nt,-26,nt,-8
CCn1cc(Cl)c(C(=O)Nc2cccc(CN3CCOCC3)c2)n1,-7,-8,0,2,10,-13,9,0
CC(NC(=O)CSc1ncccn1)c1ccc(Cl)cc1Cl (stereo not given),8,-8,7,-4,-6,-26,10,-16
OCC1(CCc2ccccc2)CCN(Cc2cc(Cl)ccc2O)CC1,-4,6,-5,-1,11,17,8,3
CN(CC(=O)Nc1ccc(Cl)cc1)C(=O)CNC(=O)c1ccc(Br)o1,0,4,1,-5,9,14,1,0
O=C(Nc1nc2ccc(Cl)cc2s1)C1CC1,15,-37,12,9,-5,-233,-66,-8

# High-throughput results as filed in PubChem BioAssay.
